CCT modulator – cytosolic chaperonin activity modulation | 0.3% of 360,000 active | activity change, % (concentration not given with the values), hits read low | purified chaperonin ATPase assay, HTRF ADP detection, 30 min; in the data active means activity change below about -30%; further: on the % scale 0 is the no-effect control and ±100 the full control effect
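TRiC (40 or 20 nM final, by batch activity) in 30 mM Tris pH 7.4, 100 mM KCl, 5 mM MgCl2, 1 mM DTT was treated with compound at 76 uM single dose, then 10 uM ATP, 30 min at 37 °C. ADP was read by HTRF Transcreener.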
PTHR1 agonist – PTHR1 (human) receptor agonism. 0.075% of 410,000 active. HEK293 GP2 PTHR1 cells, GloSensor cAMP luminescence, 1 h. AID 743266. Q03431. Potency, µM (top dose mostly 115 µM), for the others: top-dose activation, usual class: activators; further: potency means the concentration at half of the fitted maximal effect; nearly all actives have a fitted effect of over 55% in size; some results filed as inactive show a strong effect at the top dose; inactives centre near -15; many of its hits are not listed in these tables
Target sequence (Q03431 whole entry, looked up): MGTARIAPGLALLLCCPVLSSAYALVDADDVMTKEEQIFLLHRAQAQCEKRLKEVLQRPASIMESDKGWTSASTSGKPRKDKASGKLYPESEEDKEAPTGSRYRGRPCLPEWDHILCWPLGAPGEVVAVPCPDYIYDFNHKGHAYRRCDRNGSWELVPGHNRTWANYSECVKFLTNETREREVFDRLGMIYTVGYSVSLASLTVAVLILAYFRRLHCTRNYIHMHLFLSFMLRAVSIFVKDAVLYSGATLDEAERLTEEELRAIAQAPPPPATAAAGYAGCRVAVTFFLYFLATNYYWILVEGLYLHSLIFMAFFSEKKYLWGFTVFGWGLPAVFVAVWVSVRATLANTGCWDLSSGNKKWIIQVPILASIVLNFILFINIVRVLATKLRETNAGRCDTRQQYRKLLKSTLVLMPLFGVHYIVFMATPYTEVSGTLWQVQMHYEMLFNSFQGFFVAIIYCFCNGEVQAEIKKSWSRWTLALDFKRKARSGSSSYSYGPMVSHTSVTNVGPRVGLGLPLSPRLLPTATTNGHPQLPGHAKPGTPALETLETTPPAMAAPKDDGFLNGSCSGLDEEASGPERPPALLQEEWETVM
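HEK-293-derived GP2 cells expressing PTHR1 and a GloSensor cAMP reporter, 3,000/well, plated overnight, given luciferin plus IBMX (each 0.5 mM as added) for 1 h at 37 °C, then compound for 1 h at 37 °C. Luminescence was read after 15 min at room temperature.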
Mm-Cpn inhibitor – M. maripaludis TRiC chaperonin inhibition; purified Mm-Cpn ATPase, ADP Transcreener TR-FRET; Potency, µM (top dose mostly 76.9 µM), without a hit: at the highest dose activity, negative = inhibition, most hits filed as inhibitors; 0.031% of 330,000 active; AID 504842; further: potency means the concentration at half of the fitted maximal effect; on the % scale 0 is the no-effect control and ±100 the full control effect; nearly all actives have a fitted effect of over 80% in size
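ATP (10 uM final) was added to archaeal chaperonin (25 nM final) after 10 min exposure to test compound at 37°C; after 30 min further incubation, ADP was detected by competitive TR-FRET.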
EPAC2 antagonist – blocks human EPAC2 exchange factor; EPAC2 GEF exchange of Rap1B-BODIPY-GDP, fluorescence; 0.18% of 360,000 active; Q8WZA2; Potency, µM (doses to about 114 µM), for inactives: at the highest dose activity, negative = inhibition, usual class: inhibitors; further: potency means the concentration at half of the fitted maximal effect; on the % scale 0 is the no-effect control and ±100 the full control effect; nearly all actives have a fitted effect of over 45% in size; many of its hits are not listed in these tables
pAkt inh – Akt phosphorylation inhibition; 0.32% of 360,000 active; Neuro2A IGF-stimulated pAkt S473 HTRF, 20 min; hits give low values; activity change, % for hits at 50 µM; AID 651550; in the data active means activity change below about -80%; inconclusive means mostly about -51% to -80%; further: on the % scale 0 is the no-effect control and ±100 the full control effect
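Neuro2A cells (4,500/well, DMEM with 0.5% FBS) were treated with compound at a single 50 µM final concentration, stimulated with 6 nM IGF for 20 min at 37 °C, and lysed. Phospho-Akt Ser473 was read by HTRF as 665/615 ratio ×10^4.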
EPAC2 agonist – agonists of human EPAC2 (RAPGEF4); Q8WZA2; EPAC2 activation, biochemical qHTS; response scale: 100% = 6.5 mM cAMP response; Potency, µM (highest dose often 154 µM), for inactives: at the top dose activation, usual class: activators; 0.079% of 360,000 active; AID 720711; further: potency means the concentration at half of the fitted maximal effect; nearly all actives have a fitted effect of over 50% in size
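Each well held 100 nM EPAC2, 250 nM RAP1B-BODIPY-GDP and 50 uM GDP. Fluorescence, read at 5-min intervals to 30 min, was referenced to a 6.5 mM cAMP positive control.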
DRD3 antagonist – antagonists of human D3 dopamine receptor. P35462. D3R cells, DiscoveRx beta-arrestin luminescence, antagonist mode; hits give low values. max response, negative = inhibition, %. 2.5% of 360,000 active; in the data active means max response below about -50%; inconclusive means no clear call, values can overlap the other calls; further: on the % scale 0 is the no-effect control and ±100 the full control effect; mostly tested at two doses, the higher about 12 µM
Target sequence (P35462 whole entry, looked up): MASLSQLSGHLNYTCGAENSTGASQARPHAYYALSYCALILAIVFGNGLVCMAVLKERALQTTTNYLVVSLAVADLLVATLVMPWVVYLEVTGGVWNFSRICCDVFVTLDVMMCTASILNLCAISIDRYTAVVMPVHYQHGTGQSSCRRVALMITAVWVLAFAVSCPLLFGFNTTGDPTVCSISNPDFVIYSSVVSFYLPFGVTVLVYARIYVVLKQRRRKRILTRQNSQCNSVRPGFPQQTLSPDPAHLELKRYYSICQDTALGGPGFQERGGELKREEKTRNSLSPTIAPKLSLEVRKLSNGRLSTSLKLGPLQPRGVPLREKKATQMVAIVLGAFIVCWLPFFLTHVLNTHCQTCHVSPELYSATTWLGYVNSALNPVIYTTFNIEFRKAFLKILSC
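Cells plated overnight at 1500 cells/well, then exposed to library compounds with dopamine controls for 90 minutes at 37 degrees C. DiscoveRx reagent added for 30–60 minutes at room temperature; luminescence read, quantitative HTS format.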
DRD3 agonist – activates the human D3 dopamine receptor. D3R DiscoveRx beta-arrestin cells, luminescence, 90 min. 0.58% of 410,000 active. AID 652048. max activation, %. P35462; in the data active means max activation above about 30%; further: 0% is about no effect; mostly tested at two doses, the higher about 12 µM
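Agonist mode: compounds and dopamine controls were applied to plated cells for 90 min at 37 degrees C after an overnight attachment at 1500 cells/well. Luminescent read-out followed 30 - 60 minutes at room temperature with DiscoveRx detection reagent.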
* marks the source's active call; other numbers are inactive results; i = inactive; u = inconclusive; x = no result given; [ ] = another dose, or the depositor's remark. Unless noted, the call rests on the fitted dose curve; in most records, active means well fitted curve in the direction sought with a large enough effect; inconclusive means small, poorly fitted or top-dose-only effect, or another doubt; inactive means no such curve, though single readings can be large; an effect the other way counts as inactive or inconclusive. The list is partial; the hit share may differ from the screen's.

Start of the listing, in advance:
(1) CCCCn1c(SCC(=O)N(CC)C2CCS(=O)(=O)C2)nnc1C(CC)N(C)C (stereo not drawn)
(2) COc1ccc(C(c2nnnn2C(C)(C)C)N2CCN(c3nc4ccccc4s3)CC2)cc1 (stereo not drawn)
assay / compound	1	2
CCT modulator	1.0	-1.6
PTHR1 agonist	-3%[57.5 µM]	i
Mm-Cpn inhibitor	1%	1%
EPAC2 antagonist	4%	3%
pAkt inh	i	i
EPAC2 agonist	2%	17%
DRD3 antagonist	-15	29
DRD3 agonist	-1	4

This part in full (from the top)
(1) CCCCn1c(SCC(=O)N(CC)C2CCS(=O)(=O)C2)nnc1C(CC)N(C)C (stereo not drawn)
(2) COc1ccc(C(c2nnnn2C(C)(C)C)N2CCN(c3nc4ccccc4s3)CC2)cc1 (stereo not drawn)
(3) O=C(O)c1cc(C(F)(F)F)nc2ccccc12
(4) O=S(=O)(Cc1ccc(Cl)cc1)N1CCCC1
(5) Cc1ccc(S(=O)(=O)NCc2ccc(C(=O)N3CCc4ccccc4C3)cc2)cc1
(6) C/C(Cc1ccccc1)=N\NC(=O)CNC(=O)c1ccc(F)cc1
(7) NC(=O)c1ccccc1N/C=C/C(=O)c1ccc(F)cc1
(8) CCOC(=O)NC(=O)CSc1ccc(S(=O)(=O)N2CCCCC2)cn1
assay / compound	1	2	3	4	5	6	7	8
CCT modulator	1.0	-1.6	-1.1	-11	-0.6	-3.5	0.2	-1.4
PTHR1 agonist	-3%[57.5 µM]	i	i	-6%[57.5 µM]	-35%	i	-92%[inhibitor]	-10%
Mm-Cpn inhibitor	1%	1%	-5%	-1%	-5%	2%	-4%	0%
EPAC2 antagonist	4%	3%	1%	11%	-4%	6%	-13%	11%
pAkt inh	i	i	i	i	i	i	i	i
EPAC2 agonist	2%	17%	2%	-3%	0%	15%	-5%	1%
DRD3 antagonist	-15	29	48	-10	u	-5	-5	-8
DRD3 agonist	-1	4	3	-14	0	-8	-1	0

(9) COCCCNC(=O)C1CCC(=O)N(c2ccc3c(c2)OCO3)C1c1ccc(OC)cc1 (stereo not drawn)
(10) CCOC(=O)/C(=C/c1c[nH]c2ccccc12)NC(C)=O
(11) COc1ccc(N(CC(=O)NCc2ccco2)S(C)(=O)=O)cc1
(12) Cc1cc(C(=O)C(C)Sc2cccc[n+]2[O-])c(C)n1-c1ccc(Cl)cc1 (stereo not drawn)
(13) O=C1NC[C@H](CCCCN2C[C@H](Cc3ccccc3)N(CC3CCCCC3)C(=O)C2=O)N(CCc2ccccc2)C1=O
(14) COc1ccccc1CNC(=O)c1ccc(N2CCOCC2)c([N+](=O)[O-])c1
(15) COc1ccc(NC(=O)Nc2nnc(-c3ccncc3)s2)cc1
(16) CC(C)Sc1nc2c(c(=O)[nH]c(=O)n2C)n1C
assay / compound	9	10	11	12	13	14	15	16
CCT modulator	-3.1	-0.4	0.2	2.3	1.2	-4.4	-4.2	-1.4
PTHR1 agonist	i	-6%[57.5 µM]	-7%[57.5 µM]	-37%[inhibitor]	i	-12%	-93%[inhibitor]	i
Mm-Cpn inhibitor	0%	0%	0%	-5%	x	2%	1%	1%
EPAC2 antagonist	5%	3%	13%	-16%	0%	-5%	1%	8%
pAkt inh	i	i	i	i	i	i	i	i
EPAC2 agonist	6%	-3%	5%	-6%	-1%	13%	0%	1%
DRD3 antagonist	-4	-15	-22	-2	1	-9	3	2
DRD3 agonist	1	4	3	-2	3	-5	3	3

(17) Cc1c(Cl)c([N+](=O)[O-])nn1CC(=O)NC12CC3CC(CC(C3)C1)C2
(18) COc1cc(OC)cc(C(=O)Nc2ccc(C(=O)c3ccncc3)cc2)c1
(19) COc1ccccc1NC(=O)CC(NCCN(C)C)C(=O)O (stereo not drawn)
(20) COc1ccc(-c2cc(C(F)(F)F)n3nc(C(=O)N4CCN5CCCC5C4)cc3n2)cc1OC (stereo not drawn)
(21) CN1C(=O)C(=O)/C(=C(/O)c2ccc(Br)cc2)C1c1ccc(Cl)cc1 (stereo not drawn)
(22) CCc1ccc2c(c1)C(c1ccc(N3CCOCC3)cc1)=NNC(c1ccncc1)=N2
(23) Cc1cccc(NC(=O)CSc2nnc(CNC(=O)c3ccc(S(=O)(=O)N(C)C)cc3)n2-c2ccccc2)c1
(24) CC1CN(/C=C/C(=O)C(F)(F)F)CC(C)O1 (stereo not drawn)
assay / compound	17	18	19	20	21	22	23	24
CCT modulator	0.3	1.0	0.7	1.7	-0.8	1.2	-1.0	0.4
PTHR1 agonist	-51%[inhibitor][57.5 µM]	-51%[inhibitor]	i	-20%	-18%	-39%[inhibitor]	i	i
Mm-Cpn inhibitor	-2%	-2%	2%	-1%	-1%	-1%	2%	0%
EPAC2 antagonist	-6%	-4%	-9%	3%	5%	24%	0%	4%
pAkt inh	i	i	i	i	i	i	i	i
EPAC2 agonist	1%	9%	10%	5%	-4%	4%	-4%	11%
DRD3 antagonist	-26	-10	6	-14	-17	-10	-6	11
DRD3 agonist	-6	5	2	3	-1	-3	-4	10

(25) CC(OC(=O)CCC(=O)N1CCN(S(=O)(=O)c2ccc3ccccc3c2)CC1)C(=O)NC(N)=O (stereo not drawn)
(26) COc1ccc(N2CCN(C(=O)COc3ccc4c(C)c(C)c(=O)oc4c3C)CC2)cc1
(27) O=C(/C=C/[C@H]1O[C@@H](n2ccc(=O)[nH]c2=O)[C@H](O)[C@@H]1O)NCc1cccnc1
(28) CC(C)C1(C2CCCC2)NC(=O)NC1=O (stereo not drawn)
(29) COCCNC(=O)/C(C#N)=C/c1c(N2CCCCCC2)nc2c(C)cccn2c1=O
(30) CCN(CC)S(=O)(=O)c1ccc(C(=O)NCC(=O)NC2CC2)cc1
(31) CCn1c(N)cc(=O)[nH]c1=S
(32) CCOc1ccccc1NC(=O)COC(=O)COc1cccc2c1OC(C)(C)C2
assay / compound	25	26	27	28	29	30	31	32
CCT modulator	-1.2	0.5	2.1	-0.5	-2.3	-0.8	0.0	-0.6
PTHR1 agonist	8%	i	-10%	i	-9%	i	i	-7%
Mm-Cpn inhibitor	1%	0%	x	x	-1%	-8%	x	x
EPAC2 antagonist	0%	-2%	2%	14%	0%	-2%	18%	-14%
pAkt inh	i	i	i	i	i	i	i	i
EPAC2 agonist	7%	10%	10%	6%	10%	7%	5%	6%
DRD3 antagonist	-7	17	19	4	6	-17	u	-14
DRD3 agonist	-1	7	3	6	4	-17	-12	-2

(33) CCCCNC(=O)OC1CCS(=O)(=O)C1 (stereo not drawn)
(34) Cc1cc(C)n2cc(CSc3ccccn3)nc2n1
(35) CCN(CC)c1ccc(C=Nc2ccc(N(C)C)cc2)c(O)c1
(36) N#C/C(=C(/O)c1ccc(C(=O)c2ccccc2)cc1)c1nc2ccccc2[nH]1
(37) CC1CN(C(=O)CCC(=O)N2CCCCC2)c2ccccc2O1 (stereo not drawn)
(38) CC(C)N(CCNCc1nnc(-c2ccccc2)o1)C(C)C
(39) N#Cc1cccc2cccc(S(=O)(=O)N3CCOCC3)c12
(40) CC(=O)c1nn(-c2ccc(Br)cc2)cc1C(=O)c1ccccc1
assay / compound	33	34	35	36	37	38	39	40
CCT modulator	-1.6	1.0	-1.0	-0.1	-3.1	2.3	-2.2	-1.6
PTHR1 agonist	i	i	-96%[inhibitor]	1%	i	-20%	i	i
Mm-Cpn inhibitor	0%	1%	-22%	-3%	1%	0%	1%	1%
EPAC2 antagonist	-5%	-2%	14%	5%	7%	-6%	-1%	-28%
pAkt inh	i	i	i	i	i	i	i	i
EPAC2 agonist	0%	15%	u	10%	2%	4%	15%	-1%
DRD3 antagonist	3	4	3	9	-15	8	4	9
DRD3 agonist	0	0	1	-10	-7	0	6	-4

(41) N/C(=N\c1nc2ccccc2o1)NC(=O)c1ccc(Cl)cc1
(42) CCC(C(=O)NC1CCCC1)N(C(=O)c1snc(C(N)=O)c1N)c1ccc(OC)cc1 (stereo not drawn)
(43) COc1ccc(C2C(C#N)=C3NC(=O)c4c(sc5c4CCCCC5)N3C3=C2C(=O)CC(C)(C)C3)cc1 (stereo not drawn)
(44) CN1CCN(c2ccccc2NC(=O)c2cccc([N+](=O)[O-])c2)CC1
(45) CN1CCN(C(=O)c2ccccc2NC(=O)C(C)(C)C)CC1
(46) CN(C)Cc1nc2ccccc2c(=O)n1Cc1nc(-c2cc3ccccc3o2)cs1
(47) COc1ccc(CN(C(=O)c2cc3ccccc3oc2=O)C2CCCC2)cc1
(48) Cc1ccc(C)c(NS(=O)(=O)c2ccc(-n3cccn3)cc2)c1
assay / compound	41	42	43	44	45	46	47	48
CCT modulator	-4.0	3.4	-0.5	-2.5	0.4	-1.4	-1.5	0.8
PTHR1 agonist	i	-19%	-23%[57.5 µM]	-9%	i	-15%[57.5 µM]	-18%[57.5 µM]	-17%
Mm-Cpn inhibitor	0%	-1%	1%	4%	1%	-5%	1%	x
EPAC2 antagonist	9%	1%	0%	2%	-2%	-8%	2%	-1%
pAkt inh	i	i	i	i	i	i	i	i
EPAC2 agonist	11%	-9%	5%	14%	-3%	-2%	4%	-11%
DRD3 antagonist	7	-3	-87*	9	-28	41	45	-30
DRD3 agonist	1	-18	-12	-1	-8	15	-2	1

(49) O=[N+]([O-])c1ccccc1NCCNS(=O)(=O)c1ccc(Cl)cc1
(50) CCN(CC)C(=O)[C@H]1C[C@H](CC(=O)NCc2cccc(C(F)(F)F)c2)C(=O)N2CCc3c([nH]c4cc(CCC(=O)N(C)C)ccc34)[C@]12C
(51) O=C(c1cc2cc([N+](=O)[O-])ccc2s1)N1CCOCC1
(52) Nc1ccc(NC(=O)NC2CCCCC2)cc1
(53) COc1ccc(Br)cc1CN1CCN(C(=O)c2ccc(OC)c(OC)c2)CC1
(54) COCCn1c(C)cc(C(=O)CSc2nnc(C)s2)c1C
assay / compound	49	50	51	52	53	54
CCT modulator	0.1	-1.4	-0.8	3.7	0.5	-1.3
PTHR1 agonist	i	i	-20%	-2%	i	-29%[57.5 µM]
Mm-Cpn inhibitor	2%	-2%	0%	-7%	10%	x
EPAC2 antagonist	-14%	-4%	-3%	12%	3%	0%
pAkt inh	i	i	i	i	i	i
EPAC2 agonist	-6%	4%	4%	4%	0%	-5%
DRD3 antagonist	-26	34	8	18	-20	-1
DRD3 agonist	-3	1	1	5	-18	-5

From PubChem
